thrombin 1536 = human alpha-thrombin inhibitors, primary screen, counter-screen for coagulation protease inhibitor project, biochemical, 1536-well, fluorogenic AMC substrate. Boc-VPR-AMC fluorogenic substrate cleavage. inhibition, % at 5 µM. AID 1046, 2008. Prothrombin (Homo sapiens), P00734. 220,000 compounds, 0.26% hits;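 active = inhibition at or above 40%; inactive = inhibition below 40%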;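 also: 0% = enzyme with no compound and 100% = wells without enzyme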
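Material: human alpha-thrombin enzyme / Medium: pH 7.5 Tris (50 mM) with NaCl 150 mM, Tween 20 0.05% / Compound: single-point dosing at 5 µM, 0.2% DMSO / Incubation: enzyme reaction carried out at room temperature / Detection: AMC fluorescence, 355/460 nm / Read-out basis: percent inhibition scaled between no-compound controls and no-enzyme blanks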
Tb hexokinase = Trypanosoma brucei hexokinase 1 inhibitors, primary screen, biochemical, G6PDH-coupled NADH absorbance, MLSCN library. 220,000 compounds, 0.11% hits. inhibition, % at 10 µM. hexokinase 1 [Trypanosoma brucei]. recombinant TbHK1, G6PDH-coupled NADH A340. AID 1430, 2008;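 active = inhibition of 50% or more in the single-dose primary screen; inactive = inhibition below 50%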
PPC-1+TRAIL kill = compounds killing PPC-1 cancer cells with TRAIL present, primary screen, TRAIL potentiator project, ATPLite luminescence, uHTS. PPC-1 cells + TRAIL, ATPLite viability luminescence. cell killing (% activity), % at 4 µM. 220,000 compounds, 0.41% hits. AID 1443, 2008;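 active = cell killing above 50% in the first pass at 4 µM, then a duplicate retest at 5 µM averaging 50% or more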;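 also: plate controls were cells with TRAIL plus DMSO for no effect and medium-only wells lacking cells for full effect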
TRPN1 ag = zebrafish TRPN1 channel agonists, primary screen, cell-based, HEK293, calcium fluorescence | transient receptor potential cation channel N1 (TRPN1/NompC), Danio rerio | HEK293 zebrafish TRPN1-YFP, Fluo-8 calcium fluorescence; 100% = response to 87 µM carbachol | activation, % at 3 µM | 220,000 compounds, 0.18% hits;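 active = activation above its plate's cutoff, the mean activation of test wells on that plate plus 3 SD, cut at about 19% in these data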;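 also: 0% = DMSO alone and 100% = 87 µM carbachol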
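Control set: carbachol 87 µM as high control, DMSO as low control; system: HEK293 stable line with zebrafish TRPN1-YFP; read-out: % activation versus carbachol response; detection: intracellular calcium fluorescence with Fluo-8; doses: single test compound dose, 3 µM nominal, 0.3% DMSO; schedule: dye 1 h 37 °C plus 30 min RT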
TRPML3 ag = human TRPML3 channel agonists, primary screen, cell-based, HEK293 TRPML3-YFP, Fluo-8 calcium fluorescence, 3 µM; Mucolipin-3 (Homo sapiens), Q8TDD5; 100% = the carbachol control signal; activation, % at 3 µM; 220,000 compounds, 0.29% hits; AID 1448, 2008;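 active = activation above its plate's cutoff, the mean activation of the plate's test wells plus 3 SD, cut at about 12% in these data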;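 also: 0% = DMSO only wells and 100% = carbachol wells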
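Material: HEK293 cells stably carrying human TRPML3-YFP; compound dosing: single dose, 3 µM final nominal compound, 0.3% DMSO final; incubation: 1-h 37 °C dye load, 5-s basal, 120-s post-compound reads; technique: Fluo-8 intracellular calcium fluorescence, excitation 470-495 nm, emission 515-575 nm; read-out basis: percent activation from peak-to-basal fluorescence ratio, scaled between DMSO and carbachol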
Furin inh = human furin inhibitors, primary screen, biochemical, fluorescence intensity | P09958 | purified furin, fluorogenic substrate cleavage | inhibition, % at 30 µM | 220,000 compounds, 0.061% hits; in the data active = inhibition above about 25%; also: inactives centre near -15
Target sequence (P09958 108-714 limits assumed): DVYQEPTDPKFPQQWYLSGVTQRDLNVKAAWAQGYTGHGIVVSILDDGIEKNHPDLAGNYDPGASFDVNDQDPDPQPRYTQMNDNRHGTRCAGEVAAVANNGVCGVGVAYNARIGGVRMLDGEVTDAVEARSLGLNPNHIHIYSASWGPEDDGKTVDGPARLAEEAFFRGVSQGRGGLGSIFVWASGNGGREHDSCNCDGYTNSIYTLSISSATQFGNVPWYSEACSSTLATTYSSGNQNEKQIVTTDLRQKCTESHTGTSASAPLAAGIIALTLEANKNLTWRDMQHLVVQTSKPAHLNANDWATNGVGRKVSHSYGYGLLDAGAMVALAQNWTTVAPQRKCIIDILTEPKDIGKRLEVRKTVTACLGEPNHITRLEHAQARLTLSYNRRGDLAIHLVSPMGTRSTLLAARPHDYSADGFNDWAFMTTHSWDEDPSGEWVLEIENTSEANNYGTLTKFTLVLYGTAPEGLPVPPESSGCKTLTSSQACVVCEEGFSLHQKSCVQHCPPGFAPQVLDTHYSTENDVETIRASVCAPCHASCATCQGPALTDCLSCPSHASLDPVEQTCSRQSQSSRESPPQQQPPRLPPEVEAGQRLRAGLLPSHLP
EBV gp42 block = Epstein-Barr virus gp42 inhibitors, primary screen, biochemical, uHTS, fluorescence polarization | Fluorescence polarization binding assay, mP read-out | Glycoprotein 42 (Epstein-Barr virus (strain AG876)), Q1HVG2 | 220,000 compounds, 0.42% hits | inhibition, % (tested at 21.74 µM); in the data active = inhibition above about 50%
Target sequence (Q1HVG2 whole entry, looked up): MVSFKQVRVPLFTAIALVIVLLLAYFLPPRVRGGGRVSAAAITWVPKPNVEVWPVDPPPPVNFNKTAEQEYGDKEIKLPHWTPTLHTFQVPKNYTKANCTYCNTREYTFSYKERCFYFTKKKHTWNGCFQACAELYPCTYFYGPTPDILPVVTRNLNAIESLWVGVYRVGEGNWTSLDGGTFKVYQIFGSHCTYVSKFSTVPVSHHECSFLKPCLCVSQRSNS
Cl transport mod = KCC2 cotransporter modulators, thallium flux, primary screen, cell-based, HEK293 KCC2, FluoZin-2 fluorescence, MLSMR; 190,000 compounds, 2.2% hits; KCC2 cells, thallium flux FluoZin-2 fluorescence; B-score of Tl+ flux slope (higher = more flux/activation; lower = inhibition) at 10 µM;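 active = thallium flux slope and its plate-corrected score both differing from the plate sample mean at a set confidence after two filtering rounds, in either direction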;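 also: slope of fluorescence scaled to starting intensity during 10 to 20 s after thallium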
m-calpain inh = inhibitors of pig calpain II, primary screen, biochemical, fluorogenic peptide substrate, 1536-well. inhibition, % at 16 µM. 220,000 compounds, 0.37% hits. purified calpain II, 30 min. AID 1236, 2008;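 active = inhibition above about 50%, limit read from the data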
* hit, by the source's call; i = inactive; . = not tested or not shown; [ ] = dose if it differs, or a comment.

No.	structure	thrombin 1536	Tb hexokinase	PPC-1+TRAIL kill	TRPN1 ag	TRPML3 ag	Furin inh	EBV gp42 block	Cl transport mod	m-calpain inh
1	CC(NC(=O)C12CC3(C)CC(C)(CC(C)(C3)C1)C2)C(=O)O (centres undefined)	2.2	-4.2	21.1	0.0	0.8	-20.6	3.0	0.228	-25.8
2	NS(=O)(=O)c1ccc(Nc2nc(-c3cccc([N+](=O)[O-])c3)cs2)cc1	-15.2	-1.3	22.8	1.2	0.9	-21.1	-10.9	1.14	-4.3
3	CN1CCN(NS(=O)(=O)c2cccs2)CC1	-1.6	35.8	21.8	2.3	0.9	-8.6	-16.1	0	-6.1
4	COc1cc(/C=N/n2c(-c3ccccc3)n[nH]c2=S)cc(OC)c1OC	-6.6	-12.3	3.5	-0.6	0.5	-16.7	-15.7	0.00879	5.5
5	CCOC(=O)NNC1CC(=O)N(c2ccccc2)C1=O (centres undefined)	-1.4	40.8	21.7	1.2	0.9	-2.7	-1.1	0.377	21.9
6	Cc1ccnc(NC(=O)c2ccccc2NC(=O)C(C)(C)C)c1	-3.1	3.5	16.1	-0.9	-0.7	-15.5[20 µM]	-8.0	1.43	29.1
7	O=C(N1CCCC1)C12CCC3CC(CC(C3)C1)C2	4.4	-3.3	-16.3	0.2	0.6	-11.0[20 µM]	-7.7	.	-8.3
8	COc1ccccc1-n1nc(C(=O)NCc2ccco2)c2ccccc2c1=O	-7.2	0.1	-6.0	2.0	-0.4	-11.9	10.4	-0.129	21.9
9	CS(=O)(=O)c1ccc2nc(NC(=O)c3ccc(N4CCCC4=O)cc3)sc2c1	-11.9	-44.2	9.6	0.4	1.6	-18.3	-10.4	0.15	-15.2
10	CCC1(O)CC(C(=O)OC)=NN1C(=O)c1ccccc1 (centres undefined)	10.0	0.5	8.4	-0.4	1.1	-19.8[20 µM]	1.0	0.205	5.8
11	CN(c1ccc(OCC(=O)Nc2ccc3[nH]c(=O)[nH]c3c2)cc1)S(=O)(=O)c1ccc(Cl)cc1	0.2	2.0	27.7	0.4	-0.4	-4.1[20 µM]	-2.6	0.143	-172.2
12	COC(=O)Nc1c(C)n(C)n(-c2ccccc2)c1=O	2.1	3.5	0.4	0.0	-0.3	-19.1[20 µM]	-14.4	-0.529	-18.0
13	CC1CCc2cc(F)ccc2N1S(=O)(=O)c1ccc(Cl)nc1 (centres undefined)	-3.8	0.9	0.0	-2.6	0.8	-16.8	-15.9	0.507	26.2
14	COc1ccc(/C=C/C(=O)NC(CCSC)C(=O)O)cc1 (centres undefined)	-7.2	-15.6	10.2	0.7	1.0	-19.1	-2.7	0.758	-14.0
15	COc1ccc(CC(=O)N[C@@H](CCSC)c2nc3ccccc3[nH]2)cc1	-23.0	1.8	11.7	-1.4	0.1	-30.2	-18.0	-1.17	-13.0
16	CCOC(=O)C1(Cc2cccc(F)c2)CCN(Cc2c(C)nn(CC)c2C)CC1	-2.9	-6.4	31.3	2.5	0.5	-15.1	-24.5	-0.424	-3.0
17	Cc1c(Cl)cccc1NC(=S)N1CCOCC1	-3.9	2.4	5.3	0.9	0.7	-18.1	-18.9	1.48	-16.8
18	CC1=C(C(=O)OCC2CCCO2)C(c2ccc(C)o2)C2=C(CC(c3ccc(N(C)C)cc3)CC2=O)N1 (centres undefined)	4.3	-26.2	-15.4	3.7	0.9	-6.0[20 µM]	1.0	0.235	99.3*
19	N#Cc1c(NCCCO)nc(-c2ccco2)c2c1CCCC2	-8.1	-9.5	12.2	-0.8	-0.2	-25.3[20 µM]	-12.9	0.207	i
20	Cc1cc(N2CCCCC2)nc(-c2ccc(Br)cc2)n1	-1.2	-5.2	-4.7	-0.3	1.0	-12.8	-1.1	0.339	17.3
21	Cc1nccn1CC(=O)N/N=C/c1c[nH]c2ccccc12	10.4	-19.7	9.6	1.8	0.2	2.8	-6.2	0.255	1.2
22	COc1cc(/C=C(\C#N)c2ccccn2)cc(OC)c1O	2.5	-8.6	-3.9	5.1	2.0	-4.6	-51.1	-2.91	4.7
23	CCC(C)C(NC(=O)c1ccccc1NC(=O)c1ccc(C)cc1)C(=O)O (centres undefined)	-0.9	-11.6	12.2	0.5	0.8	-18.9	-8.2	-1.15	0.6
24	CCCn1nnc(NC(=S)NC(=O)C(C)(C)C)n1	0.4	0.7	36.0	0.6	1.0	-20.5	-22.5	1.56	-8.8
25	CCOC(=O)C(C(=O)OCC)C1CCS(=O)(=O)C1 (centres undefined)	-0.2	-1.5	35.1	0.8	0.6	-6.7[20 µM]	-13.3	.	21.2
26	Cc1ccc(NC(=S)N(Cc2ccccc2)Cc2cccs2)c(C)c1	-4.8	-1.2	9.9	0.1	0.3	-23.4	0.4	0.0649	-11.2
27	CCOC(=O)c1cc(-c2cccs2)[nH]n1	-6.3	5.7	7.2	-0.6	0.3	-15.9	-3.8	0.259	13.8
28	C=CCOc1c(Cl)cc(CNc2nccs2)cc1OC	-0.9	-0.4	8.9	-1.8	-0.8	-17.3	-1.7	-2.48	3.3
29	O=c1c2c(-c3ccc(Cl)cc3)csc2nc2n1CCC2	3.4	6.0	3.4	-0.8	-0.4	-9.6[20 µM]	-5.6	.	20.0
30	Cc1[nH]c(C(=O)N/N=C/c2ccc(C(=O)O)cc2)c(C)c1C(=O)N/N=C/c1ccc(C(=O)O)cc1	-5.1	-45.8	-19.1	0.3	0.2	-8.9	9.9	0.229	2.9
31	Cn1ncc(Oc2ccc([N+](=O)[O-])cc2)c(Cl)c1=O	-1.4	-15.4	13.7	1.2	0.6	-8.5	2.9	0.0661	7.9
32	COc1ccc(CNC(=O)/C=C/c2ccc(S(=O)(=O)NCc3ccco3)cc2)cc1OC	-5.8	29.4	-3.7	0.4	0.7	-7.1	-12.3	0.0793	-3.4
33	COc1ccc(S(=O)(=O)N2CCCC(C(=O)NCc3ccncc3)C2)cc1Cl (centres undefined)	0.4	2.4	19.2	0.5	0.1	-22.6[20 µM]	-14.5	-0.034	9.4
34	O=C(CC12CC3CC(CC(C3)C1)C2)NCC(=O)OCc1cc(=O)oc2ccc3ccccc3c12	-13.0	-5.0	5.2	1.1	1.1	-33.9	-57.2	0.645	-356.7
35	CS(=O)(=O)N(CC(=O)NCC1CCCO1)c1cccc(Cl)c1 (centres undefined)	-1.9	1.7	.	1.1	0.3	-35.9	-8.1	0.000396	-21.1
36	COc1cc(NC(=O)c2cc(C(C)C)on2)cc(OC)c1OC	-7.0	-10.7	12.1	-0.1	1.0	-20.1	-6.3	-0.0165	-16.2

Compound profiles, as listed above.
`COc1ccc(CNC(=O)/C=C/c2ccc(S(=O)(=O)NCc3ccco3)cc2)cc1OC` across the screens: thrombin 1536: -5.8; Tb hexokinase: 29.4; PPC-1+TRAIL kill: -3.7; TRPN1 ag: 0.4; TRPML3 ag: 0.7; Furin inh: -7.1; EBV gp42 block: -12.3; Cl transport mod: 0.0793; m-calpain inh: -3.4
`Cc1[nH]c(C(=O)N/N=C/c2ccc(C(=O)O)cc2)c(C)c1C(=O)N/N=C/c1ccc(C(=O)O)cc1` across the screens: thrombin 1536: -5.1; Tb hexokinase: -45.8; PPC-1+TRAIL kill: -19.1; TRPN1 ag: 0.3; TRPML3 ag: 0.2; Furin inh: -8.9; EBV gp42 block: 9.9; Cl transport mod: 0.229; m-calpain inh: 2.9

(more compounds)
No.	structure	thrombin 1536	Tb hexokinase	PPC-1+TRAIL kill	TRPN1 ag	TRPML3 ag	Furin inh	EBV gp42 block	Cl transport mod	m-calpain inh
37	Cc1noc(/C=C/c2ccco2)c1S(=O)(=O)N1CCC(C(=O)N2c3ccccc3CC2C)CC1 (centres undefined)	4.5	-29.8	-22.0	1.9	0.5	-23.4	-52.1	.	-88.9
38	CC(C)CCn1c(CN2CCN(C(=O)c3ccco3)CC2)nc2c1c(=O)n(C)c(=O)n2C	1.5	-4.6	-19.0	2.2	0.8	-12.7	-18.8	0.579	-11.3
39	Cn1cc(C(=O)c2ccc(Cl)cc2Cl)cc1C(=O)N/N=C(\N)COc1ccc(Cl)cc1	0.4	-10.1	27.6	-1.7	0.5	-23.5	-9.5	.	-65.8
40	Cc1nn(-c2cc(C)c3ccccc3n2)c2c1C1C(C2)C1(C)C (centres undefined)	2.2	-8.3	-7.9	0.6	0.5	7.3[20 µM]	5.9	1.06	14.6
41	CC(C)c1ccc(S(=O)(=O)N2CCN(C(=S)NCc3ccco3)CC2)cc1	-5.7	-0.2	22.0	-0.8	0.3	-5.7	4.8	0.417	0.0
42	CCOC(=O)CN1C(=N)N(c2nc(NC(C)C)nc(OC)n2)CC1=O	-4.1	-10.8	8.7	0.6	-1.0	-6.0	-13.8	0.34	-10.2
43	Nc1ccc(-c2nc3ccccc3[nH]2)cc1	20.9	-30.3	25.8	0.3	-0.3	-79.8	2.7	1.26	-130.9
44	COc1ccc(C2OC(=O)CC2C(=O)NCc2ccccc2Cl)cc1OC (centres undefined)	-9.6	-2.0	-2.3	-2.5	0.7	-2.1	-12.7	-0.0447	2.2
45	O=C(CCCn1c(=O)c2ccccc2n(Cc2ccccc2)c1=O)NCc1ccco1	1.0	-2.1	-1.0	0.0	0.0	-10.6[20 µM]	-15.5	-1.27	-9.2
46	O=C(COc1ccccc1)OCc1csc(Nc2ccccc2)n1	-10.0	38.4	22.0	1.1	0.4	-4.0	-1.4	0.106	22.4
47	Cc1cc(C)n2nc(SCC(=O)c3c(N)n(CC(C)C)c(=O)n(C)c3=O)nc2n1	-6.5	2.5	16.3	0.5	1.1	-18.5	-5.9	-0.518	-5.6
48	CCC(C)C(NC(=O)C1CCC(C)CC1)C(=O)Nc1ccc(OC)cc1OC (centres undefined)	-1.5	-1.6	12.3	-2.1	0.7	-19.7	-3.5	-0.269	19.5
49	CCCC(=O)N(C1CC(C)C(C#N)(C#N)C1(C#N)C#N)N(C)C (centres undefined)	0.9	2.2	19.6	-0.5	0.4	-10.5	1.2	-1.91	11.8
50	COc1ccccc1CNC(=O)CSc1ccc(-c2cccc([N+](=O)[O-])c2)nn1	5.8	5.7	21.3	-0.1	0.3	-4.8	8.0	-2.1	25.8

Taken from above.
In PPC-1+TRAIL kill, `Cn1cc(C(=O)c2ccc(Cl)cc2Cl)cc1C(=O)N/N=C(\N)COc1ccc(Cl)cc1` shows 27.6
In m-calpain inh, `CC(C)CCn1c(CN2CCN(C(=O)c3ccco3)CC2)nc2c1c(=O)n(C)c(=O)n2C` shows -11.3
In TRPN1 ag, `Cc1nn(-c2cc(C)c3ccccc3n2)c2c1C1C(C2)C1(C)C` (centres undefined) shows 0.6

Screens (PubChem BioAssay)
